From PubChem BioAssay
VP16 counter = Gal4-VP16 reporter inhibition counter-screen | Drosophila S2 Gal4-VP16 UAS-luciferase, luminescence, 20 h | Potency, µM (highest dose often 53.6 µM), without a hit: at the highest dose activity, negative = inhibition, usual class: inhibitors | 310,000 tested, 3.5% active | AID 2546;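 also: Gal4-VP16 expression switched on by copper sulfate through the metallothionein promoter; potency is read from the fitted curve at half-maximal effect; % is scaled to controls: 0 for no effect and ±100 for the full control effect; nearly all actives have a fitted effect of over 50% in size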
Menin-MLL TR inh = displaces Texas Red mutant MLL peptide from human menin; Menin + Texas Red MLL mutant peptide, fluorescence polarization; Potency, µM (highest dose often 61.6 µM), inactives show top-dose FP activity change, negative = inhibition, most hits filed as inhibitors; 270,000 tested, 0.23% active; AID 1768; active = well fitted inhibition curve with a large enough effect in the polarisation, with a control signal flat, not every such curve was filed as active; inconclusive = small, poorly fitted or top-dose-only effect, or effect the other way, or a change in a side signal; inactive = no such curve, though single readings can be large or run the other way; the % refers to the polarisation; also: potency is read from the fitted curve at half-maximal effect; % of control where 0% means no effect; many of its hits are not listed in these tables
Rab9 promoter act = activates the Rab9 promoter; Potency, µM (doses to about 9.22 µM), inactives show at the highest dose activation, negative = inhibition, hits mostly activators; 320,000 tested, 2.8% active; Huh7 Rab9 promoter-luciferase reporter, luminescence, 24 h; also: potency is read from the fitted curve at half-maximal effect; % of control where 0% means no effect; nearly all actives have a fitted effect of over 60% in size
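Using Huh7 cells stably transfected with Rab9 promoter–luciferase, compounds were incubated 24 h at 37 °C, 5% CO2; luciferase luminescence was read 10 min after reagent addition.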
PKM2 act = increases activity of human pyruvate kinase M2. purified PKM2, Kinase-Glo ATP luminescence, activation; response scale: 0% is enzyme alone, no compound. AID 1631. Potency, µM (highest dose often 57.5 µM), for inactives: top-dose activation, actives largely listed as activators. P14618. 260,000 tested, 0.34% active; also: potency is read from the fitted curve at half-maximal effect; % is scaled to controls: 0 for no effect and ±100 for the full control effect; nearly all actives have a fitted effect of over 55% in size
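ATP formation by purified human PK-M2, quantified via coupled luciferase luminescence after 1 h at room temperature with 0.1 mM ADP and 0.5 mM PEP final.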
ELG1 DNA repair = inhibitors of ELG1-dependent DNA repair in HEK293T cells; HEK293T ELG1-luciferase reporter, luminescence, 16 h; DNA damage induced by 5-fluorouridine; Potency, µM (doses to about 46.1 µM), for the others: at the highest dose activity change, negative = inhibition, most hits filed as inhibitors; 330,000 tested, 2.3% active; AID 504467; also: potency is read from the fitted curve at half-maximal effect; % is scaled to controls: 0 for no effect and ±100 for the full control effect; nearly all actives have a fitted effect of over 55% in size
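DMSO vehicle served as the neutral condition. Each well held 2,000 cells given 5-fluorouridine plus compound; after 16 hr at 37 °C/5% CO2, ONE-Glo was added and luciferase measured 30 min later.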
KCNH2 3.1 inh = inhibitors of human KCNH2 3.1 potassium channel isoform; U2OS KCNH2 3.1, thallium flux FluxOr; active compounds read low; activity change, % (tested at about 1.8 µM); 340,000 tested, 0.95% active; AID 720553;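 active = maximum activity change below -70%; inconclusive = maximum activity change from -70% to -50%; inactive = maximum activity change above -50%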;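 also: thallium influx rate constant from kinetic fluorescence after stimulation buffer; % is scaled to controls: 0 for no effect and ±100 for the full control effect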
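FluxOr-based Tl+ influx in U2OS cells transduced with KCNH2 3.1 virus; rate constants normalized to DMSO controls.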
FLuc counter = inhibits or activates purified firefly luciferase, miR-21 counter-screen; P08659; purified FLuc, Km substrates, luminescence inhibition; Potency, µM (highest dose often 57.5 µM), for inactives: at the top dose activity change, negative = inhibition, hits mostly inhibitors; 360,000 tested, 6.9% active;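 also: potency is read from the fitted curve at half-maximal effect; plate controls were vehicle for no effect and reference inhibitor for full effect; nearly all actives have a fitted effect of over 55% in size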
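Purified P. pyralis luciferase, 10 nM final, with Km-level 10 uM D-luciferin and 10 uM ATP in 50 mM Tris acetate pH 7.5, 10 mM Mg acetate, 0.01% Tween-20, 0.05% BSA; 6-point qHTS titration about 60 µM downward; luminescence read.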
RORgamma inh = blocks mouse ROR gamma transcriptional activity. P51450. Drosophila S2 Gal4-RORgamma UAS-luciferase reporter, 20 h. Potency, µM (titrated, usually from 53.6 µM), without a hit: at the top dose activity change, negative = inhibition, actives largely listed as inhibitors. 310,000 tested, 5.4% active. AID 2551; also: potency is read from the fitted curve at half-maximal effect; % is scaled to controls: 0 for no effect and ±100 for the full control effect; nearly all actives have a fitted effect of over 60% in size
Target sequence (P51450 whole entry, looked up, the tested form may be a part): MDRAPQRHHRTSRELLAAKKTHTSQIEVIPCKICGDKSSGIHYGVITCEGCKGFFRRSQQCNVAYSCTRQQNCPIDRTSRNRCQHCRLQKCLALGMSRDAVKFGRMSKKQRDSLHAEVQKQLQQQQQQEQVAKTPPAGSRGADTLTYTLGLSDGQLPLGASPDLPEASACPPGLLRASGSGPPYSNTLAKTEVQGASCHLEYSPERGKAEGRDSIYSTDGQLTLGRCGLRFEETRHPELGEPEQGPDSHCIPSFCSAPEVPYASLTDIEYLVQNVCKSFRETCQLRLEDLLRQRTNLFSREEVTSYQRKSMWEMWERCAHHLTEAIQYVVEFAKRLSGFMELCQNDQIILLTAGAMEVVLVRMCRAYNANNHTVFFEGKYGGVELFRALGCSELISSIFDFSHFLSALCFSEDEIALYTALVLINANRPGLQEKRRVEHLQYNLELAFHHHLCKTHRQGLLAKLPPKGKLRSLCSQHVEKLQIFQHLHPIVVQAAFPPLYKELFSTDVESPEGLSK
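Drosophila Schneider cells stably carrying a metallothionein-driven Gal4 DBD–ROR gamma fusion and a UAS-Photinus luciferase reporter were exposed to compound for 1 hr, then induced with copper sulfate (700 uM final) for 20 hr at ambient temperature before luminescence reading.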
NPC1 prom act = activates the NPC1 promoter | Huh7 NPC1 promoter luciferase reporter, 24 h | 320,000 tested, 2.4% active | Potency, µM (top dose mostly 9.22 µM), for inactives: at the top dose activation, most hits filed as activators | AID 485313;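 also: potency is read from the fitted curve at half-maximal effect; % of control where 0% means no effect; nearly all actives have a fitted effect of over 60% in size; reporter is driven by a mutant NPC1 promoter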
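Luminescence from an NPC1 promoter-driven luciferase reporter in stably transfected Huh7 cells was measured after 24 h compound treatment at 37 °C, followed by 10 min ambient incubation with luciferase detection reagent.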
MBNL1 CUG block = blocks human MBNL1 binding to CUG repeat RNA. Potency, µM (highest dose often 57.5 µM), for the others: at the highest dose activity change, negative = inhibition, hits mostly inhibitors. 280,000 tested, 0.036% active. TR-FRET MBNL1-His/biotin-(CUG)12 binding, 665/545 ratio. Q9NR56. AID 2675; active = well fitted inhibition curve with a large enough effect in the signal ratio, with a control signal flat, not every such curve was filed as active; inconclusive = small, poorly fitted or top-dose-only effect, or effect the other way, or a change in a side signal; inactive = no such curve, though single readings can be large or run the other way; the % refers to the signal ratio; also: potency is read from the fitted curve at half-maximal effect; % is scaled to controls: 0 for no effect and ±100 for the full control effect
Target sequence (Q9NR56 whole entry, looked up): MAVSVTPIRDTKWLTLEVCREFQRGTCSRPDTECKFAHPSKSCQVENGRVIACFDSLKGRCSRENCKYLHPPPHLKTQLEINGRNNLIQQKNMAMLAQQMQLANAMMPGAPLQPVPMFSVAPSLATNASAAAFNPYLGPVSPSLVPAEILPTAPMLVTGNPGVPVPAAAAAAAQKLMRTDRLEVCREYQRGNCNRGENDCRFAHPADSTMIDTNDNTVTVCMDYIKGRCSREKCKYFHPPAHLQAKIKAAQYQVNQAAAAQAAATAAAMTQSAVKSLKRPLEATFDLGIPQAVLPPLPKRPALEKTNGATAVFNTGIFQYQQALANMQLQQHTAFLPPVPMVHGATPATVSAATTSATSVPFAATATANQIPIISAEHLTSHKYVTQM
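Inhibition of protein-RNA binding appears as loss of TR-FRET between terbium anti-His antibody on MBNL1-His and streptavidin-XL665 on biotin-(CUG)12. Activity is normalized to buffer-only and uninhibited-complex controls.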
Mito fusion act = blocks mitochondrial division or promotes mitochondrial fusion. S. cerevisiae fusion-defective mutant growth rescue, CellTiterGlo 48 h. Potency, µM (highest dose often 46.1 µM), inactives show top-dose growth rescue (activation), hits mostly activators. 320,000 tested, 0.23% active. AID 485298;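 also: potency is read from the fitted curve at half-maximal effect; % of control where 0% means no effect; nearly all actives have a fitted effect of over 45% in size; temperature-sensitive fusion mutants such as fzo1-1 at 37 °C on non-fermentable ethanol glycerol medium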
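Read-out: ATP-based luminescence (CellTiterGlo, 10 min ambient) reporting growth of fusion-defective ts yeast after 48 hours at 37C on glycerol/ethanol YPEG medium in the presence of compound.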
* marks the source's active call; other numbers are inactive results; ? = inconclusive; . = no result given; & = joins results of further samples; [ ] = another dose, or the depositor's remark. Unless noted, calls follow the shape of the dose curve; as a rule, active = well fitted curve in the direction sought with a large enough effect; inconclusive = small, poorly fitted or top-dose-only effect, or another doubt; inactive = no such curve, though single readings can be large; an effect the other way counts as inactive or inconclusive. Not all compounds are listed; count on the stated rates, not on these rows.

SMILES	VP16 counter	Menin-MLL TR inh	Rab9 promoter act	PKM2 act	ELG1 DNA repair	KCNH2 3.1 inh	FLuc counter	RORgamma inh	NPC1 prom act	MBNL1 CUG block	Mito fusion act
O=C(NC1CCCC1)c1ccccc1-c1ccccc1	?	10%	-3%	-4%	-6%	-10	7%	9%	-2%	2%	4%
COc1ccc(CNC(=O)CN(c2ccccc2)S(=O)(=O)c2ccccc2[N+](=O)[O-])cc1	2%	0%	-2%	-1%	?	0	-1%	33%	-2%	19%	0%
CCn1c(SCC(=O)c2ccccc2)nnc1-c1cccnc1	-9%	5%	19%	0%	?	10	?	10%	16%	-10%	-3%
CCOC(=O)C1=C(C)NC2=C(C(=O)c3ccccc32)C1c1ccc([N+](=O)[O-])o1 (stereo unspecified)	5%	.	0%	?	?	0	-8%	6%	0%	.	-9%
CC1(C)Cc2c(sc(NC(=O)COc3ccccc3)c2C#N)C(C)(C)N1	-12%	1%	-8%	2%	0%	0	-1%	-7%	-4%	9%	12%
O=C(C(Cl)c1ccccc1)N1CCOCC1 (stereo unspecified)	-12%	-18%	9%	-7%	-3%	2	0%	-16%	-2%	-7%	-10%
Cc1ccc(NC(=O)C2CCN(S(=O)(=O)c3cccs3)CC2)cc1	-4%	13%	2%	-2%	-12%	5	7%&-10%	?	-4%	-5%	20%
O=C(CCN1CCOCC1)c1ccc2c(c1)OCCO2	3.2µM*	-4%	5%	5%	1%	-4	-4%	?	1%	7%	-2%
CCOC(=O)/C=C/C(=O)Nc1ccc(S(=O)(=O)Nc2cc(C)on2)cc1	-3%	.	-2%	.	3%	11	2%	-4%	2%	-1%	0%
C/C(=N\NC(=O)c1cccc(Br)c1)c1cccnc1	11%	0%	22%	-2%	18%	0	-17%	-43%	13%	-6%	0%
CC1CCCCC12NC(=O)N(CC(=O)NCCc1c[nH]c3ccccc13)C2=O (stereo unspecified)	.	.	-1%	.	3%	9	6%	.	-3%	.	-2%
O=c1[nH]c2cc3c(cc2cc1CN(Cc1cccnc1)C(=S)NCc1ccco1)OCO3	-18%	11%	-14%	4%	12µM*	-2	-9%	15%	-5%	16%	-1%
COc1ccccc1OCC(=O)NNC(=O)C(=O)N1CCCC1	14%	-3%	6%	-1%	3%	-6	1%	?	-3%	-3%	0%
O=C(c1ccco1)n1nc(NCc2ccccc2)nc1NCc1ccccc1	-9%	21%	-1%	1%	?	-29	-8%	?	2%	10%	-5%
COCC(C)n1c(C)cc(C(=O)CSc2nc3ccccc3c(=O)[nH]2)c1C (stereo unspecified)	?	-12%	21%	-5%	16µM*	-1	?	44%	13%	-1%	6%
COc1cccc(N2CCN(C(=O)c3ccc(CS(=O)c4ccccc4C)o3)CC2)c1 (stereo unspecified)	-9%	.	-22%	.	0%	-7	-3%	-34%	-20%	0%	1%
COC(=O)c1sc(S(=O)(=O)Nc2ccc(C)cc2)c(C(=O)OC)c1C	-2%	-4%	3%	4%	1%	8	6%	9%	-3%	7%	24%
COCCn1c(C)cc(C(=O)COC(=O)CNC(=O)c2ccccc2)c1C	?	8%	-4%	-3%	?	13	?	3%	-2%	3%	-2%
Cc1ccc(N(CC(=O)NCc2ccc(F)cc2)S(=O)(=O)c2c(C)n[nH]c2C)cc1	?	-22%	-9%	1%	1%	-6	3%	44%	1%	-2%	15%
COc1ccc(/C(C)=N/Nc2nccnc2Cl)cc1	.	.	1.8µM*	.	?	21	7.6µM*	.	?	.	-8%
CC(CN1CCOCC1)C(=O)c1ccccc1 (stereo unspecified)	-10%	-1%	1%	-3%	19%	1	1%	2%	-1%	-5%	-5%
Cc1ccc(NC(=O)c2cc(NC(=O)C3CC=CCC3C(=O)O)ccc2N2CCOCC2)cc1 (stereo unspecified)	-2%	-7%	-1%	-5%	0%	5	-3%	24%	-2%	-10%	2%
O=C1c2ccccc2C(=O)N1CCn1nc(Cl)nc1Cl	0%	-6%	-1%	-13%	8%	-5	-4%	-26%	7%	19%	-1%
COc1ccccc1CNC(=O)c1oc2ccc(S(=O)(=O)N3CCOCC3)cc2c1C	0%	-2%	-5%	9%	?	1	-2%	79%	-5%	-2%	6%
CCCCn1c(N)c(N(CCC(C)C)C(=O)COC(=O)c2ccccc2)c(=O)[nH]c1=O	0%	-1%	-1%	-4%	-4%	4	-5%	-24%	-10%	.	14%

Entries listed above that bear a hit mark in Rab9 promoter act.
SMILES	Menin-MLL TR inh	Rab9 promoter act	PKM2 act	RORgamma inh	NPC1 prom act	Mito fusion act
COc1ccc(/C(C)=N/Nc2nccnc2Cl)cc1	.	1.8µM*	.	.	?	-8%

Going on with the list:
SMILES	VP16 counter	Menin-MLL TR inh	Rab9 promoter act	PKM2 act	ELG1 DNA repair	KCNH2 3.1 inh	FLuc counter	RORgamma inh	NPC1 prom act	MBNL1 CUG block	Mito fusion act
O=C(O)c1ccccc1NCc1cccs1	-3%	4%	-1%	0%	-1%	-9	2%	2%[1.91 µM]	0%	-4%	-2%
CC(=O)Nc1ccc(NS(=O)(=O)c2cc(Cl)ccc2Cl)cc1	2%	.	0%	-1%	8%	10	1%	-7%	-2%	-9%	0%
CC(C)Oc1ccc(N2CC(C(=O)NC3=NCCS3)CC2=O)cc1 (stereo unspecified)	0%	-16%	-1%	3%	16%	-3	-15%	0%	-7%	0%	1%
Cc1ccc(C)c(N(CC(=O)N/N=C/c2ccc(-c3ccc([N+](=O)[O-])cc3)o2)S(=O)(=O)c2ccccc2)c1	-6%	?	-2%	3%	-18%	-37	-1%	2%	1%	?	1%
Nc1ccccc1SCC(=O)Nc1ccc2c(c1)OCCO2	3%	.	3.2µM*	.	?	-12	19µM*	1%	2.2µM*	-1%	-1%
NC(=O)c1c(NC(=O)c2cccc(N3C(=O)CCC3=O)c2)sc2c1CCCCC2	?	.	?	-7%	?	.	0.95µM*	-27%	30%	0%	0%
Cc1nnsc1C(=O)N1CCCC(N2CCN(c3ccc(F)cc3)CC2)C1 (stereo unspecified)	-1%	.	1%	-3%	10%	4	-1%	-2%	0%	-3%	-1%
Nn1c(SCC(=O)Nc2ccc(S(N)(=O)=O)cc2)nnc1-c1ccco1	-3%	10%	-4%	-3%	4%	-9	0%	-17%	-2%	-4%	2%
COc1ccc(Cc2nc(=S)[nH][nH]2)cc1Br	?	-1%	-4%	9%	-6%	3	?	7.9µM*	-13%	-4%	1%
CCC(=O)Nc1ccc(S(=O)(=O)Nc2ccccn2)cc1	9%	3%	-4%	2%	-12%	12	0%	0%	-5%	-20%	7%
O=C(CN1C(=O)c2ccccc2C1=O)Nc1cc(C(=O)O)cc(C(=O)O)c1	4%	11%	3%	.	9%	2	1%	-23%	1%	-3%	-1%

Quoted at random: four compounds from above, in no set order.
SMILES	VP16 counter	Menin-MLL TR inh	Rab9 promoter act	PKM2 act	ELG1 DNA repair	KCNH2 3.1 inh	FLuc counter	RORgamma inh	NPC1 prom act	MBNL1 CUG block	Mito fusion act
Cc1ccc(C)c(N(CC(=O)N/N=C/c2ccc(-c3ccc([N+](=O)[O-])cc3)o2)S(=O)(=O)c2ccccc2)c1	-6%	?	-2%	3%	-18%	-37	-1%	2%	1%	?	1%
COc1ccc(Cc2nc(=S)[nH][nH]2)cc1Br	?	-1%	-4%	9%	-6%	3	?	7.9µM*	-13%	-4%	1%
CCCCn1c(N)c(N(CCC(C)C)C(=O)COC(=O)c2ccccc2)c(=O)[nH]c1=O	0%	-1%	-1%	-4%	-4%	4	-5%	-24%	-10%	.	14%
COc1ccc(/C(C)=N/Nc2nccnc2Cl)cc1	.	.	1.8µM*	.	?	21	7.6µM*	.	?	.	-8%
